From PubChem BioAssay
HKDC1 inhibitor: blocks human hexokinase HKDC1 activity; inhibition, % at 20 µM; hit rate 0.16% among 340,000; Q2TB90; AID 493160; recombinant HKDC1, G6PDH/diaphorase resazurin coupled fluorescence;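 active means inhibition above about 35% when tested at 20 µM, limit read from the data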;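 further: plate controls were DMSO wells with enzyme for no effect and DMSO wells lacking enzyme for full effect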
Target sequence (Q2TB90 whole entry, looked up): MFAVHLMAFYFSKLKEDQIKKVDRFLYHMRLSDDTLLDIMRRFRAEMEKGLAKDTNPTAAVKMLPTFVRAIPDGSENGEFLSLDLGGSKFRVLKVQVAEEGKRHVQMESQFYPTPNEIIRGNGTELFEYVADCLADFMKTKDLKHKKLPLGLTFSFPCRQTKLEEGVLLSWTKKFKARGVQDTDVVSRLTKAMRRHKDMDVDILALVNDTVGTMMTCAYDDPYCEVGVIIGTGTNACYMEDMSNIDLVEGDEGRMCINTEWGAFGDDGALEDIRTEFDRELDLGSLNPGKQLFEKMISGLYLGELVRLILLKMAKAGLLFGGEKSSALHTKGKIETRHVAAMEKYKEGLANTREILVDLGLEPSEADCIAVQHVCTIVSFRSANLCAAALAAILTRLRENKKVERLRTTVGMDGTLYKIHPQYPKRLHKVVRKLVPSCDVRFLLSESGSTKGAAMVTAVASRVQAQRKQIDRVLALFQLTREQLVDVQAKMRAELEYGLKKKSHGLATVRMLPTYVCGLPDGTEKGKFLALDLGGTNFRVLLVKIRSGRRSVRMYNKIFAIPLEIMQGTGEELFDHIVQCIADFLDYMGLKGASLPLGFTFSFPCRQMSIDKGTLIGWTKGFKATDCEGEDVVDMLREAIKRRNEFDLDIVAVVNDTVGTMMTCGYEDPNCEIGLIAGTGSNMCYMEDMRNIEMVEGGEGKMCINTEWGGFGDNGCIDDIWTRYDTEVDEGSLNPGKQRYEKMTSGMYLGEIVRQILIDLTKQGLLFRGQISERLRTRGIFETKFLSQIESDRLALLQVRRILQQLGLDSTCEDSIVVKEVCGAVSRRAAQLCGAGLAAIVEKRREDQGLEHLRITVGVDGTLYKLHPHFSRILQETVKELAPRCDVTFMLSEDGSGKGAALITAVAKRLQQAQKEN
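Test system: recombinant HKDC1 (HK5) hexokinase enzyme, produced in-house; Amount: enzyme 5 µg/mL final; Buffer or medium: Tris pH 8.0 buffer with MgCl2, Tween-20, BSA, BME; Reagent: glucose and ATP substrates; Doses: 20 µM test compound, 1% DMSO; Incubation: 90 min reaction incubation at room temperature, dark; Detection: resorufin fluorescence at 613 nm.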
Apaf1 inhib: human Apaf-1 inhibition; reconstituted apoptosome caspase-3 activity, DEVD-Rh110 fluorescence; AID 489030; inhibition, % at 20 µM; hit rate 0.71% among 330,000; active means inhibition of at least 40% at 20 µM;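 further: plate controls were DMSO wells for no effect and DEVD-CHO caspase inhibitor wells for full effect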
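Material: reconstituted apoptosome with Apaf-1, cytochrome c, caspase-9, procaspase-3, dATP / Buffer or medium: pH 7.5 Hepes buffer with CHAPS, BSA, DTT / Also added: cytochrome c with DEVD-Rh110 / Schedule: compound with Apaf-1, dATP, procaspase-3 30 min, then 50 min reaction, room temperature / Technique: rhodamine 110 fluorescence at Ex 480/Em 540 nm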
SENP8 block: blocks the human protease SENP8; inhibition, % at 10 µM; hit rate 1.2% among 330,000; AID 2540; Q96LD8; purified SENP8, Z-RLRGG-aminoluciferin cleavage, luminescence
Target sequence (Q96LD8 whole entry, looked up): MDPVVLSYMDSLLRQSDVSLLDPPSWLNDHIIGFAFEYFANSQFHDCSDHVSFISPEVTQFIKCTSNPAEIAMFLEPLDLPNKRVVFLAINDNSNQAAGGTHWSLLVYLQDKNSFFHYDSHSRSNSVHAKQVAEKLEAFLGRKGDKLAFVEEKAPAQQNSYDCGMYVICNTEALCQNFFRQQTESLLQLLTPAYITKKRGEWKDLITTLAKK
697 NFkB inh: inhibitors of the PMA/ionomycin-induced NF-kB reporter in 697 B cells; 697 B-cell NF-kB luciferase reporter, 16 h; inhibition, % at 4 µM; hit rate 0.33% among 330,000; AID 435022; in the data active means inhibition above about 35%
Jurkat NFkB inh: inhibitors of the PMA/ionomycin-induced NF-kB reporter in Jurkat cells. PMA/ionomycin-induced NF-kB luciferase reporter, luminescence. inhibition, % at 4 µM. hit rate 0.53% among 330,000. AID 435003
SENP7 block: SENP7 protease inhibition; recombinant SENP7, Z-RLRGG-aminoluciferin luminescence, 40 min; inhibition, % at 5 µM; hit rate 1.5% among 330,000; Q9BQF6; AID 434973;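 active means inhibition above about 50% at the single test dose, limit read from the data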;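 further: plate controls were DMSO with enzyme for no effect and no enzyme buffer wells for full effect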
Gli-Sufu block: blocks Gli-Sufu signaling in a luciferase reporter. hit rate 0.74% among 340,000. Sufu-KO-LIGHT fibroblasts, Gli luciferase reporter luminescence. inhibition, % at 5 µM. AID 588413;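 active means inhibition above about 55%, limit read from the data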;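 further: 0% = DMSO-treated cells and 100% = wells with medium but no cells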
UBC13 polyUb: inhibitors of human UBC13 polyubiquitin chain formation. hit rate 0.47% among 330,000. AID 485273. TR-FRET. inhibition, % at 20 µM; in the data active means inhibition above about 45%, passing the limit was not always enough
Numbers without * were called inactive; . = not tested or not shown. Unless noted, no stated cut-off is given here; in the data, active means inhibition above about 50%; inactive means the rest.

SMILES	Jurkat NFkB inh	UBC13 polyUb	Gli-Sufu block	697 NFkB inh	SENP7 block	HKDC1 inhibitor	Apaf1 inhib	SENP8 block
Cc1cccc(/C=N/NC(=O)c2cc(Br)ccc2O)n1	9.1	-6.6	-1.4	-18.8	9.9	-7.3	3.8	23.1
Cn1c(=O)c2c(SCC(=O)NCc3ccco3)nc(CC(C)(C)C)nc2n(C)c1=O	-1.4	-0.7	6.4	-28.1	8.2	0.4	13.2	-3.8
O=C(CCc1ccc(S(=O)(=O)NCCc2ccccc2)cc1)NCc1ccc2c(c1)OCO2	-0.9	-10.8	5.0	1.3	-10.6	-1.7	16.5	-10.3
COc1ccc(-c2nnn(CC(=O)N(CC(=O)NCCC(C)C)Cc3cccs3)n2)cc1OC	0.5	0.7	1.1	3.5	6.1	-12.2	0.7	-11.3
COC(=O)c1ccc(COn2c(=O)c(C)[n+]([O-])c3ccccc32)cc1	-0.1	0.9	4.3	22.5	-5.0	1.9	-6.7	3.3
CN1CCC(OC(=O)c2ccco2)CC1	-2.4	11.1	4.8	6.4	-3.5	-5.4	-7.2	0.6
c1ccc2c(c1)OCCOCCOc1ccccc1OCCOCCO2	3.3	-4.2	14.8	9.9	4.6	-12.1	0.0	-6.7
Cc1nc(C)c(-c2ccc(SCC(=O)Nc3cccc(F)c3)nn2)s1	9.2	3.6	16.4	2.8	-1.6	-3.0	4.6	-1.7

SMILES	Jurkat NFkB inh	UBC13 polyUb	Gli-Sufu block	697 NFkB inh	SENP7 block	HKDC1 inhibitor	Apaf1 inhib	SENP8 block
COc1cccc(NC(=O)N2CCC(n3nnc4ccccc43)CC2)c1	7.1	-6.6	9.1	14.7	1.6	-2.5	0.1	6.5
Cc1cc(C)cc(SCc2noc(C(=O)NC(C)C)c2C(=O)O)c1	-6.6	-8.9	1.6	0.6	-6.3	-0.4	3.2	-10.4
Cc1cccc(N(Cc2ccccc2)C(=O)CN2C(=O)NC3(CCCCC3C)C2=O)c1 (stereo not given)	-5.4	4.7	0.1	-21.2	4.0	-4.3	6.9	1.3
O=C1NC(c2ccccc2Cl)Nc2ccccc21 (stereo not given)	22.1	19.9	1.4	-5.5	-5.8	3.1	-0.5	-4.4
CC(=O)Nc1ccc(-c2cc(-c3ccc(NC(C)=O)cc3)nc(-c3ccc(NC(C)=O)cc3)n2)cc1	-16.1	-10.4	-12.3	-21.8	-11.8	-12.5	-27.8	-1.8
O=C(/C=C/c1ccco1)Nc1cccc(S(=O)(=O)N2CCOCC2)c1	-13.3	9.5	13.5	-2.0	2.7	15.1	-2.8	-1.3
CN1CCN(c2nc(-c3cccnc3)nc3ccccc23)CC1	-5.3	2.1	2.3	17.3	1.2	-1.8	-7.8	3.6
O=C(Nc1ccc2c(c1)nc1n2CCN(Cc2ccccc2)C1)NC1CCCCC1	-8.3	14.8	-1.9	6.1	-4.9	3.8	-3.0	-6.1

SMILES	Jurkat NFkB inh	UBC13 polyUb	Gli-Sufu block	697 NFkB inh	SENP7 block	HKDC1 inhibitor	Apaf1 inhib	SENP8 block
O=C(NCc1ccccc1Cl)C1CCCN(c2ncnc3c2nc2n3CCCCC2)C1 (stereo not given)	7.8	22.2	10.9	-32.9	-12.9	8.0	18.0	-10.7
CCOc1ccc(NC(=O)CN(C)C(=O)CC2CCCC2)cc1OCC	0.8	-3.0	-6.5	-3.1	-11.2	-4.7	1.0	-17.9
CN1/C(=C\C(=O)C[n+]2cccc(Br)c2)C(C)(C)c2ccccc21	41.9	-11.4	-0.9	22.4	-0.4	-6.6	-7.1	3.7
CCOC(=O)C1C(c2cc(OC)c(OC)c(OC)c2)NC(=S)NC1(O)C(F)(F)F (stereo not given)	-3.9	10.1	-0.8	9.0	-3.0	-3.1	-9.4	9.1
Cc1ccc(/C=C/C(=O)NC2CCCCCCC2)o1	-2.0	-5.5	-7.0	-36.7	8.6	2.6	15.7	2.0
CC1CC(C)CN(C(=O)c2cccc3c2-c2ccccc2C3=O)C1 (stereo not given)	2.5	4.5	0.3	10.4	5.7	9.7	-11.7	1.4
COc1ccc(C(C(=O)NC2CCCC2)N(C(=O)c2snc(C(N)=O)c2N)c2ccccc2OC)cc1OC (stereo not given)	1.7	3.3	-3.4	14.1	2.1	2.8	4.2	6.5
O=C(Nc1cc(S(=O)(=O)N2CCOCC2)ccc1N1CCOCC1)c1cccc(S(=O)(=O)N2CCCCC2)c1	10.6	-2.5	16.1	6.7	-2.4	8.1	2.6	-5.2

SMILES	Jurkat NFkB inh	UBC13 polyUb	Gli-Sufu block	697 NFkB inh	SENP7 block	HKDC1 inhibitor	Apaf1 inhib	SENP8 block
Clc1cccc(-c2nc(-c3ccc(-c4nn[nH]n4)cc3)no2)c1	6.7	13.1	-1.7	-38.8	79.2*	-6.7	36.1	94.7*
Nc1nonc1-n1nnc(C(=O)N/N=C/c2cc(Cl)ccc2O)c1CN1CCCCCC1	4.1	-14.2	.	-20.0	2.6	.	-2.3	-3.6
N#Cc1nc(Cl)c(Cl)c(NN)c1Cl	6.1	1.9	-6.3	5.4	2.5	5.8	-2.2	-7.5
O=C(CCSc1nnc(-c2ccco2)o1)Nc1ccc(Cl)cc1	1.5	1.7	4.3	10.4	-0.8	-2.4	5.0	-5.1
CC1=C(C(=O)OCc2ccc3c(c2)OCO3)C(c2ccccc2OCc2ccccc2)NC(=O)N1 (stereo not given)	-5.1	-2.0	10.0	-39.2	-9.9	13.1	21.3	-7.9
COc1ccc(-n2c(=O)cc(N3CCc4ccccc43)[nH]c2=O)cc1	15.8	2.1	-15.2	14.6	-2.0	-2.1	-12.9	2.0
CCOC(=O)C1C(=O)N(C(=O)c2cncc(Br)c2)CC1c1ccccc1 (stereo not given)	-6.9	3.9	3.4	11.4	1.1	4.5	-1.7	0.5
Cc1cccc(N(C)Cc2nnc(-c3cccc(Br)c3)o2)c1	-22.9	0.2	28.8	-15.2	-8.9	0.5	20.6	-11.3

SMILES	Jurkat NFkB inh	UBC13 polyUb	Gli-Sufu block	697 NFkB inh	SENP7 block	HKDC1 inhibitor	Apaf1 inhib	SENP8 block
CCOc1ccc(OCCNC2CCCC2)cc1	-6.0	-4.0	4.1	9.4	-6.4	1.9	0.9	-5.5
O=S(=O)(Nc1ccccc1N1CCOCC1)c1ccc(Cl)cc1	5.5	6.6	.	8.2	-1.1	6.0	-7.9	3.6
CC(=O)Nc1ccc(NC(=O)CN(c2ccc(F)cc2)S(=O)(=O)c2ccc3c(c2)OCCO3)cc1	0.4	-10.0	13.4	-1.4	-4.8	7.7	0.4	-10.5
COc1ccc(OC)c(NC(=O)CCS(=O)(=O)c2cc3c(cc2C)NC(=O)CO3)c1	2.5	0.4	-7.4	15.7	-7.9	1.7	2.9	6.1
COc1ccc(S(=O)(=O)Nc2ccc(S(=O)(=O)N(C)C)cc2)cc1[N+](=O)[O-]	8.3	5.8	39.3	18.0	-4.3	0.7	-5.3	-3.9
O=C(O)c1ccc2c(c1)C(=O)N(Cc1ccccc1)C2=O	6.6	10.2	2.5	8.8	0.4	-5.1	-7.7	-1.9
COc1cccc(C2N(c3cccc(Cl)c3)C(=O)C3CCCN32)c1 (stereo not given)	12.6	16.3	-11.1	2.8	0.9	-7.8	1.5	5.3
CCc1ccccc1S(=O)(=O)Cc1ccc(C(=O)N2CCN(c3ccccc3OC)CC2)o1	-2.3	5.7	8.4	-5.6	-3.6	-1.5	10.8	3.2

SMILES	Jurkat NFkB inh	UBC13 polyUb	Gli-Sufu block	697 NFkB inh	SENP7 block	HKDC1 inhibitor	Apaf1 inhib	SENP8 block
OCC1(CCc2ccccc2)CCN(Cc2ccc3nsnc3c2)CC1	20.0	-1.7	7.2	-0.1	-2.0	0.6	10.4	-1.8
COc1ccc(/C=C/C(=O)NC(=S)NNC(=O)Cc2cccs2)cc1	2.8	-38.5	-34.9	-59.2	-4.3	-5.2	-12.7	1.1
COC(=O)c1c(C)oc2ccc(N(C(=O)c3ccncc3)S(=O)(=O)c3ccccc3)cc12	16.2	14.8	10.3	-32.0	-8.5	5.7	6.1	-0.4
COCC(C)NS(=O)(=O)c1ccc(NC(=O)C(Cc2ccccc2)NC(N)=O)cc1 (stereo not given)	-0.2	0.7	0.0	7.2	-9.8	-4.6	-1.3	-3.0
NC(=S)NNc1cc(Cl)cc(Cl)c1	5.2	0.7	12.0	16.3	-0.4	-2.7	0.1	3.7
CNC(=O)CSCc1cnn(-c2ccccc2)c1-n1cccc1	-1.1	3.7	9.0	21.9	1.8	-10.2	-10.4	-2.8
CCOC(=O)C1CCN(C(=O)N(C)C)CC1	-2.2	-10.9	30.1	3.8	-14.0	-2.1	-8.4	-10.0
COC(=O)c1c(C)c[nH]c1C	2.1	11.6	3.0	3.4	-2.2	-5.0	11.8	-5.6

Quoted at random: four records from the list.
SMILES	Jurkat NFkB inh	UBC13 polyUb	Gli-Sufu block	697 NFkB inh	SENP7 block	HKDC1 inhibitor	Apaf1 inhib	SENP8 block
COc1ccc(/C=C/C(=O)NC(=S)NNC(=O)Cc2cccs2)cc1	2.8	-38.5	-34.9	-59.2	-4.3	-5.2	-12.7	1.1
NC(=S)NNc1cc(Cl)cc(Cl)c1	5.2	0.7	12.0	16.3	-0.4	-2.7	0.1	3.7
COC(=O)c1c(C)oc2ccc(N(C(=O)c3ccncc3)S(=O)(=O)c3ccccc3)cc12	16.2	14.8	10.3	-32.0	-8.5	5.7	6.1	-0.4
COC(=O)c1c(C)c[nH]c1C	2.1	11.6	3.0	3.4	-2.2	-5.0	11.8	-5.6

The listing continues:
SMILES	Jurkat NFkB inh	UBC13 polyUb	Gli-Sufu block	697 NFkB inh	SENP7 block	HKDC1 inhibitor	Apaf1 inhib	SENP8 block
Oc1c(Br)cc(/C=N/NC(=S)NCc2ccco2)cc1Br	3.6	-5.5	6.9	0.0	-6.8	3.3	-328.7	15.8
CCCCCCCC(=O)NNC(=O)c1ccc([N+](=O)[O-])cc1	-0.8	-8.5	-4.8	7.4	12.0	-8.8	-4.6	-0.6
O=C(NCc1ccc2c(c1)OCO2)C1Cc2ccccc2CN1C(=O)c1ccco1 (stereo not given)	0.2	6.3	-14.4	-7.4	-5.3	-0.3	-3.5	-2.4
CCN(CC)S(=O)(=O)c1ccc(F)c(C(=O)NCCCN2CCOCC2)c1	-6.7	14.2	3.4	6.3	-0.4	-12.2	1.5	0.2
COC(=O)c1cc(C)nc(N)c1C#N	-8.3	11.7	-12.6	-5.0	1.8	-2.2	-1.8	0.2
Cc1cc(NC(=O)c2ccc(S(=O)(=O)N3CCc4ccccc43)cc2)no1	0.9	-24.8	-9.0	-4.0	-3.5	-10.1	-1.5	-2.5
Cc1cc(NC(=O)CSc2ncn[nH]2)no1	-14.7	-2.4	-9.8	0.0	-6.5	-4.3	-4.3	-12.4
CCOc1ccccc1C(=O)NC(C(=O)Nc1cccc(S(N)(=O)=O)c1)C(C)C (stereo not given)	0.3	16.0	-0.7	10.7	13.3	0.7	-25.0	-2.4

SMILES	Jurkat NFkB inh	UBC13 polyUb	Gli-Sufu block	697 NFkB inh	SENP7 block	HKDC1 inhibitor	Apaf1 inhib	SENP8 block
Cc1nc(Nc2ccccc2Br)c2nnn(Cc3ccccc3)c2n1	5.3	6.4	-12.1	3.7	8.6	-9.8	14.3	-13.0
CC(C(=O)OCn1nnc2ccccc2c1=O)N1C(=O)c2ccccc2C1=O (stereo not given)	-1.8	-6.6	2.2	-3.0	-3.4	0.1	8.4	-8.2
CCOc1ccc(N2C(=O)C3CC(C)=C(C)CC3C2=O)c([N+](=O)[O-])c1 (stereo not given)	-7.1	-1.6	4.6	6.3	6.7	-7.5	3.5	2.6
O=C(c1ccccc1)N1CCCC(C(=O)N2CCCCCC2)C1 (stereo not given)	0.7	1.4	-10.8	-22.5	8.8	-1.6	8.9	0.9
CCC(C)[C@H]1CNC(=S)N1CCC12CC3CC(CC(C3)C1)C2 (stereo not given in full)	-1.8	11.1	-12.5	-16.4	-1.9	-0.5	26.2	-18.9
CCOC(=O)C1CCCN(C(=O)c2ccc(OC)c([N+](=O)[O-])c2)C1 (stereo not given)	-3.3	2.9	2.6	19.9	0.5	-4.9	-3.1	-4.6
